Bioassay records deposited in PubChem by NCI.
All columns: NCI-60 one-dose screen, growth in % after 48 h at 10 µM unless noted; 100 = growth as untreated, 0 = no growth, -100 = all killed.
NCI-H322M: NCI-H322M lung cancer | AID 1794733 | hit rate 2.7% among 80,000
NCI-H460: NCI-H460 lung cancer; hit rate 6.8% among 82,000
HCT-116: HCT-116 colon cancer | hit rate 7.3% among 82,000 | AID 1794798
NCI-H522: NCI-H522 lung cancer. hit rate 8% among 78,000. AID 1794739
HCT-15: HCT-15 colon cancer; hit rate 5.2% among 82,000; AID 1794746
NCI/ADR-RES: NCI/ADR-RES ovarian cells | hit rate 4.4% among 81,000 | AID 1794790
NCI-H23: NCI-H23 lung cancer; AID 1794731; hit rate 4% among 80,000
NCI-H226: NCI-H226 lung cancer; hit rate 3.5% among 79,000
COLO 205: COLO 205 colon cancer; hit rate 7.3% among 79,000
The depositor's hits bear a star; nt = no result given; & = joins results of further samples; [ ] = dose if it differs, or a comment. How the source made its calls: active means growth percent below 10; inactive means the rest.

Preview, five compounds:
SMILES	NCI-H322M	NCI-H460	HCT-116	NCI-H522	HCT-15	NCI/ADR-RES	NCI-H23	NCI-H226	COLO 205
C/C(=C/CCC(C)[C@@H]1CC[C@]2(C)C3=C(CC[C@@]12C)[C@@]1(C)CCC(=O)C(C)(C)[C@@H]1CC3)C(=O)O (stereo partly specified)	nt	-81*	-93*	-69*	-67*	-53*	-78*	-47*	-91*
CC(C)(C#N)c1cc(F)cc(C(=O)Nc2cc(Nc3ncccc3-c3ncnc4nc[nH]c34)ccc2F)c1	53	31	19	7.7*	38	37	17	41	6.6*
O=c1[nH]c(O)c(/C=C2/C=Nc3ccccc32)[nH]1	107	99	96	nt	81	96	101	92	101
C=CCC(O)CC=C	99	111	102	91	103	106	105	93	108
COCCn1c(=N)c(S(=O)(=O)c2ccccc2)cc2c(=O)n3ccccc3nc21	107	111	102	102	98	94	103	101	114

All compounds of this part, repeating the preview:
SMILES	NCI-H322M	NCI-H460	HCT-116	NCI-H522	HCT-15	NCI/ADR-RES	NCI-H23	NCI-H226	COLO 205
C/C(=C/CCC(C)[C@@H]1CC[C@]2(C)C3=C(CC[C@@]12C)[C@@]1(C)CCC(=O)C(C)(C)[C@@H]1CC3)C(=O)O (stereo partly specified)	nt	-81*	-93*	-69*	-67*	-53*	-78*	-47*	-91*
CC(C)(C#N)c1cc(F)cc(C(=O)Nc2cc(Nc3ncccc3-c3ncnc4nc[nH]c34)ccc2F)c1	53	31	19	7.7*	38	37	17	41	6.6*
O=c1[nH]c(O)c(/C=C2/C=Nc3ccccc32)[nH]1	107	99	96	nt	81	96	101	92	101
C=CCC(O)CC=C	99	111	102	91	103	106	105	93	108
COCCn1c(=N)c(S(=O)(=O)c2ccccc2)cc2c(=O)n3ccccc3nc21	107	111	102	102	98	94	103	101	114
CON(C)C(=O)c1cc(-c2ccc(C)cc2)n(-c2ccc(S(C)(=O)=O)cc2)n1	106	106	94	96	92	96	96	103	120
CCCc1nn(C)c2c(=O)[nH]c(-c3cc(S(=O)(=O)N4CCN(C)CC4)ccc3OCC)nc12	101	114	99	89	103	90	99	102	100
CC(C)c1ccc(NC(=O)Cc2ccc(Nc3ncnc4cc(-c5cnn(CCN(C)C)c5)ccc34)cc2)cc1	-100*[30 µM]	-91*[30 µM]	-20*[30 µM]	-45*[30 µM]	-53*[30 µM]	52[30 µM]	-62*[30 µM]	51[30 µM]	-47*[30 µM]
C=CC1(C)CC2=CCC3C(C)(C)CCC(O)C3(C)C2CC1O (stereo unspecified)	93	105	97	53	104	99	98	102	107
COc1cc(/C=C/C(=O)c2cnn(-c3cc(=O)[nH]c4ccc(Br)cc34)c2C)cc(OC)c1OC	4.7*	-60*	-69*	-89*	-55*	-27*	-63*	-28*	-81*
CCOc1cc2c(cc1OCC)C(c1cc(Cl)c(O)c(OCC)c1)NCC2 (stereo unspecified)	92	102	94	70	92	100	92	nt	109
C#C[C@]1(O)CC[C@H]2[C@@H]3CC=C4c5sc(-c6ccc(C(F)(F)F)cc6)nc5CC[C@]4(C)[C@H]3CC[C@@]21C	100	104	101	91	97	99	89	96	115
Nc1cc2cc(Br)ccc2c(=O)n1NC(=O)c1ccccc1	109	109	100	92	101	101	93	72	112
Cc1cccc(C)c1N=C(Cc1nc2c(=O)n(C)c(=O)n(C)c2[nH]c1=O)c1ccccc1	104	105	98	95	105	105	94	89	107
CSc1ccc(N2C(=N)C(=S)N(c3ccc(C)cc3)C2=O)cc1	99	102	94	80	86	106	98	96	98
CCN(CC)C(=S)SSC(=S)N(CC)CC	102&85	111&62	94&59	89&58	109&81	106&84	111&91	104&87	106&83
CNC(=O)c1cc(Oc2ccc(NC(=O)c3nc(SC)oc3-c3ccc(F)cc3)cc2)ccn1	88	96	76	72	72	76	92	92	86
COc1cc(-c2nc3c(sc4nc(C)cc(C)c43)c(=O)[nH]2)cc2c1OCO2	102	107	111	92	100	100	91	97	108
CC(=O)OC[C@]12CC[C@@H]([C@@H](C)c3nnc(-c4ccncc4)o3)[C@@H]1[C@H]1CC[C@@H]3[C@@]4(C)CC[C@H](OC(C)=O)C(C)(C)[C@@H]4CC[C@@]3(C)[C@]1(C)CC2	96	59	45	76	78	91	82	61	82
Nc1cccc(CCCCOc2ccccc2)c1	108	105	99	65	96	103	97	99	130
COc1cc(-c2c(-c3ccccc3)[nH]oc(=O)c2=O)c(OC)c2c1OCO2	100	110	105	90	107	101	100	90	106
Cc1c(C(=O)Nc2nc3ccccc3s2)cnn1-c1ccccc1Br	105	101	81	98	85	98	93	85	96
O=CC(=O)c1ccc2ccccc2c1	96	108	94	111	109	103	105	90	115
COc1ccc(/C=C2/C=C(c3ccccc3)OC2=O)cc1OC	105	104	101	98	101	102	96	92	nt
Nc1cccc2c1CN(C1CCC(=O)NC1=O)C2=S (stereo unspecified)	89	102	78	103	99	100	99	90	79
COc1ccccc1N1CCN(C2=C(Cl)C(=O)C(C)=C(C)C2=O)CC1	107	104	95	87	106	106	103	96	119
CC1=CC(=O)Nc2cncnc2N1	96	118	107	99	105	113	104	111	112
c1ccc(-c2nnc(-c3ccccc3)o2)cc1	113	102	102	98	106	103	88	100	113
CCCCC(O)Cn1ncc(C(=O)OCC)c1NC(=O)NCc1ccc(F)cc1 (stereo unspecified)	103	101	87	75	99	94	94	nt	nt
CCC(=O)NC1=C(Cl)C(=O)C(NC(=O)CC)=C(Cl)C1=O	107	108	-93*	-83*	101	101	94	113	-91*
Cc1cc(C)n(C(=O)c2sc(=S)n(-c3ccccc3)c2N)n1	99	116	103	95	100	99	107	99	107
COc1ccc(-c2nc3c(ncc4ccc(-c5ccccc5)nc43)s2)cc1	97	101	93	90	98	87	89	97	107
O=C(O)c1cccc2c1C(=O)N(c1ccc3c(c1)Cc1ccccc1-3)C2=O	111	117	112	92	108	116	122	111	121
CN1CCN(Cc2ccc(NC(=O)c3cncc(C#Cc4cnc(N)c5ccc(C#N)cc45)c3)cc2C(F)(F)F)CC1	27	-49*	-66*	5.6*	-82*	-14*	-22*	-35*	-72*
BrCc1ccc(C[P+](c2ccccc2)(c2ccccc2)c2ccccc2)cc1	106	93	75	87	111	104	83	89	105
CC(=O)Nc1ccc(-n2cnc3cc(-c4ccc(O)cc4)ccc32)c(C(F)(F)F)c1	97	84	70	71	54	73	62	78	81
O=C1c2ccccc2C(=O)N1OCCCN1C(=O)c2ccccc2S1(=O)=O	128	105	106	92	103	107	107	100	115
Clc1ccc2c(NCCCN3CCOCC3)c3oc4ccccc4c3nc2c1	38	14	20	43	22	44	nt	45	30
O=c1[nH]c2c([nH]1)c1c3ccccc3[nH]c1c1c3ccccc3[nH]c21	89	100	94	80	93	92	86	75	93
COc1ccc(/C=C(/C(=O)NS(=O)(=O)c2ccc(Cl)cc2Cl)c2cc(OC)c(OC)c(OC)c2)cc1	96	105	98	92	109	103	104	91	124
CCCCCCCCCCCC(=O)OCCc1ccccc1	98	105	92	100	100	102	102	96	107
O=C1[C@@H]2Cc3c([nH]c4ccccc34)[C@H](c3c(Cl)cccc3Cl)N2C(=O)CN1C1CCN(CC2CCCCC2)CC1	84	13	4.3*	24	7.0*	75	91	86	96
CS(=O)(=O)Nc1ccc(C(=O)N/N=C/c2cccc(O)c2)cc1	93	104	102	99	93	97	94	104	104
COC(=O)[C@@H](Cc1ccc(O)cc1)NC(=O)/C=C/c1ccccc1	114	104	98	nt	94	100	110	92	99
Clc1ccc(Cc2nnc3sc(-c4ccncc4)nn23)cc1	105	102	100	97	101	88	nt	95	110

Record cards (already shown).
O=C1[C@@H]2Cc3c([nH]c4ccccc34)[C@H](c3c(Cl)cccc3Cl)N2C(=O)CN1C1CCN(CC2CCCCC2)CC1 is listed with NCI-H322M = 84; NCI-H460 = 13; HCT-116 = 4.3*; NCI-H522 = 24; HCT-15 = 7.0*; NCI/ADR-RES = 75; NCI-H23 = 91; NCI-H226 = 86; COLO 205 = 96
CCCCCCCCCCCC(=O)OCCc1ccccc1 is listed with NCI-H322M = 98; NCI-H460 = 105; HCT-116 = 92; NCI-H522 = 100; HCT-15 = 100; NCI/ADR-RES = 102; NCI-H23 = 102; NCI-H226 = 96; COLO 205 = 107
O=C1c2ccccc2C(=O)N1OCCCN1C(=O)c2ccccc2S1(=O)=O is listed with NCI-H322M = 128; NCI-H460 = 105; HCT-116 = 106; NCI-H522 = 92; HCT-15 = 103; NCI/ADR-RES = 107; NCI-H23 = 107; NCI-H226 = 100; COLO 205 = 115

The list goes on:
SMILES	NCI-H322M	NCI-H460	HCT-116	NCI-H522	HCT-15	NCI/ADR-RES	NCI-H23	NCI-H226	COLO 205
CC1(C)CC(C(=O)O)C(=O)O1 (stereo unspecified)	107	110	104	nt	100	115	118	103	113
CC(C)(C)[Si](C)(C)OC1[C@@H](CNC(=O)NC(=O)CCl)O[C@@H](n2cnc3c(N)ncnc32)[C@H]1O[Si](C)(C)C(C)(C)C (stereo partly specified)	111	-82*	-88*	nt	-73*	-30*	-72*	nt	-17*
Clc1ccc(Cn2c(-c3cccs3)nc3ccccc32)cc1	114	76	59	66	70	82	82	77	98
CSc1nc2nc[nH]c2c(=O)[nH]1	106	109	101	94	104	100	100	100	108
NNc1nc2nc(-c3ccccc3)cn2[nH]1	97	101	104	97	102	102	91	88	109
c1cc2c(cc1CNC1CCCCC1)OCO2	117	108	101	94	107	104	104	112	98
COc1ccc(NC2=C(Cl)C(=O)c3nc(C)ccc3C2=O)cc1OC	99	100	56	79	82	95	59	97	108
CCC(C)c1ccccc1OCC(C)OC(=O)C(C)C (stereo unspecified)	114	105	95	78	102	116	105	109	105
O=C(O)C#Cc1ccc(Cl)cc1	111	105	102	87	103	108	109	93	100
CN(C)CCN=C1NC2C(N1)N(C)C(=O)N2C (stereo unspecified)	84	102	97	83	106	99	94	100	102
CCOC(=O)C1=C(N)N(c2ccc(Cl)cc2)C2=C(C(=O)CC(C)(C)C2)C1c1cccc(Cl)c1Cl (stereo unspecified)	90	47	29	70	38	68	75	58	59
CCOC(=O)c1cc(N2CCCCC2)nc2ccccc12	93	nt	89	90	91	101	83	102	109
O=C(C[C@@H](C(=O)NCc1cccc(C(F)(F)F)c1)N1C(=O)[C@@H](N2C(=O)OC[C@@H]2c2ccccc2)[C@H]1/C=C/c1ccccc1)NC1CCN(Cc2ccccc2)CC1	73	13	30	34	61	70	36	89	46
CC(/C=C/c1ccccc1)=N/NS(=O)(=O)c1ccc([N+](=O)[O-])cc1	104	117	97	85	102	113	103	nt	101
O=C(Cc1c[nH]c2ccccc12)N=Nc1c(O)[nH]c2ccc(F)cc12	95	96	98	87	96	103	98	nt	117
Cc1cccc2sc(/N=C(\N)C(Cl)(Cl)Cl)nc12	103	100	101	96	102	108	nt	100	110
O=C1c2cc3c(cc2-c2c1c1ccc(Cl)cc1c(=O)n2CCCn1ccnc1)OCO3	10	2.4*	-23*	-26*	7.3*	-26*	-38*	1.0*	15
COc1cc2ncnc(Nc3ccc(S(=O)(=O)Nc4cc(C)on4)cc3)c2cc1OCCCN1CCCCC1	102	106	92	92	109	103	98	105	111
CSC1=NC(c2cccc(Cl)c2)C(C(C)=O)=C(C)N1 (stereo unspecified)	98	102	108	103	103	106	102	105	111
C=C1CC2(OC1=O)C(=O)N(CCCCCCCCCCCCN1C(=O)C3(CC(=C)C(=O)O3)c3ccccc31)c1ccccc12 (stereo unspecified)	95	73	61	16	65	83	85	79	83
NS(=O)(=O)c1ccc(NC(=O)Nc2nc(-c3ccc(Cl)cc3)cs2)cc1	106	107	96	89	103	95	86	102	116
CCOC(=O)c1cccc(OCC)c1	99	106	96	103	110	99	96	99	114
CC(=N)c1c(O)cc(C)oc1=O	100	112	107	nt	101	109	103	109	105
Cc1ccc(-c2nc(Nc3ccc(C)c(S(N)(=O)=O)c3)c3ccccc3n2)cc1	80	12	30	112	51	60	79	84	91
CC[N+]1(C)CSC(=S)N(C)C1 (stereo unspecified)	107	111	99	102	111	116	98	115	117
O=C(c1ccccc1)c1ccc(O)c2ncccc12	45	14	14	nt	26	2.5*	20	29	104
NS(=O)(=O)c1ccc(-n2ncc3c(SCc4ccccc4)ncnc32)cc1	88	105	83	nt	94	101	100	100	110
CCCNCCOC(=O)c1ccc(OCCC)c(N)c1	94	107	92	98	101	94	89	88	107
Brc1ccc(-c2nocc2-c2c[nH]c3ccccc23)cc1	97	100	80	107	95	104	91	94	97
CCCCOC(=O)N1CCCCC1	106	114	92	91	99	98	84	100	119
CS(=O)(=O)c1ccc(-c2nn(-c3ccc(F)cc3)cc2/C=N/NC(=O)c2nc(N)n[nH]2)cc1	100	106	107	95	100	103	100	100	104
COc1ccc(Cc2nnc(SCC(=O)c3ccc(Cl)cc3)n2-c2ccc(C)cc2)cc1	92	101	100	81	104	84	93	98	102
O=C(NNc1ccccc1)OCCCl	nt	103	90	nt	82	87	109	97	115
Cc1c(-c2nnc(-c3ccc([N+](=O)[O-])cc3)o2)nnn1-c1ccc([N+](=O)[O-])cc1	95	113	96	92	98	110	102	96	93
COc1ccc(C2=C/C(=C\c3ccccc3O)C(=O)N2Cc2ccccc2)cc1	78	90	73	51	68	80	86	95	102
CC(C)c1ccc(NCc2cn(-c3ccc(C(=O)O)cc3)nc2-c2cc(C(F)(F)F)cc(C(F)(F)F)c2)cc1	85	83	84	85	74	83	83	86	97
O=c1[nH]c(=O)c2c([nH]1)oc1ccccc12	106	110	103	89	106	106	102	108	114
COc1cccc2nc(Nc3ccc(NC(=O)c4ccc5c(c4)OCCO5)cc3)ccc12	99	105	101	94	107	101	103	109	117
Cc1c(C(=O)N[C@@H](Cc2ccccc2)C(O)C(=O)NCCc2ccccn2)[nH]c2ccccc2c1=O (stereo partly specified)	97	103	100	95	105	104	92	97	116
